GSIS activator – primary screen for activators of insulin secretion dependent on glucose, INS-1E cells, GLuc reporter luminescence. INS-1E GLuc reporter insulin secretion, 2-3 h. activation, % at 16.6 µM. 370,000 tested, 0.61% active. AID 743287;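 active = lowest replicate activation of at least 40%, so every replicate reaches that level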;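 also: 0% = median of neutral control wells and 100% = median of IBMX positive control wells; some compounds called inactive have numbers as strong as hits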
FN deposit inh – fibronectin deposition inhibition. inhibition, % at 12.6 µM. 350,000 tested, 0.086% active. AH1F fibroblasts, Alexa488-fibronectin deposition fluorescence, overnight;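 active = mean inhibition across replicates of 30% or more, regardless of how many single replicates reach that level; inconclusive = mean under 30% yet at least half of replicates reach 30%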;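 also: positive control wells lacked labelled fibronectin entirely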
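Material: AH1F fibroblast monolayer depositing Alexa488-labelled fibronectin into matrix | Input: 10000 AH1F cells/well | Medium: DMEM plus 2% serum, read in PBS | Reagent: Alexa488-fibronectin, 24 nM final in well | Compound dosing: One dose per compound, pinned | Schedule: 1 h adhesion, overnight exposure | Measured by: Fluorescence at 485 nm excitation, 525 nm emission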
PAX8 reporter – inhibitors of PAX8 transcriptional activity in RMG-I cells; RMG-I TPO-luciferase reporter, SteadyGlo, 24 h; inhibition, % at 12.6 µM; 360,000 tested, 1.2% active; AID 652154;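 active = mean replicate inhibition at least 60% with every replicate also reaching 60%; inconclusive = only one of the two criteria is met; inactive = mean below 60% and not all replicates reaching 60%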;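 also: luciferase light reporting Pax8 driven TPO promoter activity; plate controls were median of neutral control wells for no effect and mitoxantrone controls for full effect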
DENV2 CPE – protects cells from dengue virus 2 cytopathic effect; DENV2-infected cells, cytopathic effect rescue, plate reader; CPE inhibition, % at 9.99 µM; 350,000 tested, 1.7% active; AID 651640; in the data active = CPE inhibition above about 20%, passing the limit was not always enough; inconclusive = no clear call, values can overlap the other calls; tested in BHK-21 cells;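 also: 0% = median of neutral control wells and 100% = median of positive control wells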
EWS-Fli block – EWS/Fli transcriptional activity inhibition | A673 NR0B1-luciferase reporter, viability-normalised | AID 651661 | inhibition, % at 12.6 µM | 350,000 tested, 0.67% active;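 active = mean inhibition of at least 50% after viability correction, with every replicate also passing that limit; inconclusive = mean reaches 50% but only one of two replicates passes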;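 also: firefly luciferase signal divided by Alamar Blue viability fluorescence both relative to DMSO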
miR-122 sensor – blocks miR-122 activity in Huh7 sensor cells. Huh7 miR-122 Renilla luciferase sensor, 48 h; neutral wells = 0, positive control = 100. activation (reporter increase), % at 12.5 µM. 340,000 tested, 0.3% active. AID 602342;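 active = mean replicate activation score at least 90 and every replicate individually at or above 90; inconclusive = only one of the two criteria met; inactive = neither criterion met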;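 also: higher luciferase means less miR-122 activity so hits act as miR-122 inhibitors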
CFTR F508del cor – correctors of CFTR F508del function in bronchial epithelial cells. CFBE cells, YFP halide quenching; stimulated with forskolin plus potentiator P3; % fluorescence drop versus neutral controls. activity (quench increase), % at 7.58 µM. 350,000 tested, 0.36% active;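 active = mean added fluorescence quench of at least 8% versus neutral control, with both replicates also reaching 8%; inconclusive = only one of the mean or replicate conditions met; inactive = mean below 8% and not both replicates reaching 8%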;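 also: cells transiently co-express mutant CFTR-F508del with the halide-sensitive YFP; corrector assay measuring rescue of mutant channel to the surface after 24 h compound exposure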
Starred values were filed as active, the others as inactive; ? = inconclusive; · = not tested or not shown; [ ] = another dose, or the depositor's remark.

SMILES	GSIS activator	FN deposit inh	PAX8 reporter	DENV2 CPE	EWS-Fli block	miR-122 sensor	CFTR F508del cor
CC(C)NC(=O)N(C)C[C@H]1Oc2ccc(NC(=O)Nc3ccc(C(F)(F)F)cc3)cc2C(=O)N([C@@H](C)CO)C[C@H]1C	-17	·	9	-8	-5	1[16.7 µM]	2.0
CC1C=NC(S(=O)(=O)N2CC[C@@H]3[C@@H](CO)N(C)c4ccc(-c5ccccc5)cc4[C@@H]32)=N1 (stereo partly drawn)	-5	7	4	-6	-1	8[16.7 µM]	1.7
C[C@@H]1CN([C@H](C)CO)C(=O)c2cc(C#CCN(C)C)cnc2O[C@@H]1CN(C)C	21	2	·	-5	-5	7[16.7 µM]	1.2
COc1ccc(S(=O)(=O)N(C)C[C@H]2OCCCC[C@@H](C)Oc3ccc(NC(=O)Nc4ccc(C(F)(F)F)cc4)cc3C(=O)N([C@H](C)CO)C[C@@H]2C)cc1	34	-4	5	-11	3	62[16.7 µM]	-2.0
CC(C)OCCCn1c(=S)[nH]c2cc3c(cc2c1=O)OCO3	·	-5	-16	·	·	33	·
COC(=O)N1C[C@@H]2Oc3nccnc3O[C@@H]2C[C@@H]1c1ccccc1Br	3	-3	1	11	-13	·	1.2
CO[C@@H]1CN(C)C(=O)c2ccc(NC(C)=O)cc2OC[C@@H](C)N(C(=O)c2cccnc2)C[C@@H]1C	-2	-10	·	-4	1	-3[16.7 µM]	-0.1
C/C(=N\NC(=O)c1cc(C)nc2ccccc12)c1ccc([N+](=O)[O-])cc1	0	6	-3	0	5	-3	-1.2
COc1ccc(NC(=O)Nc2cccc3c2O[C@H](CN(C)Cc2ccccc2)[C@H](C)CN([C@@H](C)CO)C3=O)cc1	-4	·	·	-5	-1	-2[16.7 µM]	-0.7
Cc1ccc(N2CCC3CC2c2cc(-c4ccc(C(F)(F)F)cc4)ccc23)cc1 (stereo not drawn)	14	3	-11	-12	0	-4	-1.0
O=C(O)CC1(CC(=O)Nc2cc(F)ccc2Cl)CCCCC1	·	10	22	-2	8	·	-2.4
O=C(/C=C/c1cccs1)NCc1ccc2c(c1)OCO2	-4	4	-7	-10	-12	13	-2.6
C=CCN(CC(=O)NCc1ccc(OC)cc1)C(=O)c1csnn1	·	-2	-5	·	·	1	·
COc1ccc(/C(O)=C2/C(=O)C(=O)N(CCN3CCNCC3)C2c2cccc([N+](=O)[O-])c2)cc1 (stereo not drawn)	·	4	12	5	-5	·	-0.7
COc1ccc(NS(=O)(=O)c2cccc(NC(=O)CCS(=O)(=O)c3ccccc3)c2)cc1	-15	-1	12	·	·	·	·
N#C/C(Cn1c[n+](NC(=O)Nc2ccccc2)cn1)=N/O	26	4	-7	·	·	·	·
CN(c1ccccc1)S(=O)(=O)c1cccc(C(=O)Nc2nccs2)c1	18	·	8	8	8	·	-1.4
Nc1nc(CC(=O)CSc2ccc(Cl)cc2)nc(Nc2ccc(F)cc2)n1	3	11	6	-2	6	·	·
C=CCOc1ccc(C2/C(=C(/O)c3ccc4c(c3)CC(C)O4)C(=O)C(=O)N2CCCN2CCOCC2)cc1 (stereo not drawn)	-5	5	-4	-2	1	-5	-0.5
CO[C@@H]1CN(C)C(=O)c2ccc(NC(=O)C3CC3)cc2OC[C@H](C)N(CCC(F)(F)F)C[C@@H]1C	-20	8	-18	3	6	1[16.7 µM]	0.9
CN(CC1CCCO1)S(=O)(=O)c1ccc(C(=O)Nc2nc3cc4c(cc3s2)OCO4)cc1 (stereo not drawn)	-9	·	19	8	19	·	-2.2
Cc1cc(C(=O)CSc2nnnn2-c2ccc(O)cc2)c(C)n1C	-2	·	-35	0	-74	-5	2.1
Cc1ccc(S(=O)(=O)N(C)C[C@@H]2OCCCC[C@@H](C)Oc3ccc(NS(=O)(=O)c4ccc(Cl)cc4)cc3C(=O)N([C@@H](C)CO)C[C@@H]2C)cc1	-15	0	47	-5	5	0[16.7 µM]	8.6*
CCCNC(=O)N1[C@H](C#N)[C@@H](c2ccc(C#Cc3cccc(F)c3)cc2)[C@@H]1CO	1	16	5	18	-21	·	2.6
COc1ccccc1Cc1nc(-c2cccnc2)no1	20	-11	-25	-5	-13	12	0.2
CCN(CC)CCNC(=S)N1CCn2c(nc3ccccc32)C1	10	-4	-16	-7	2	-5	4.7
CC1CN(c2cc(=O)n(Cc3ccc(F)cc3)c(=O)[nH]2)CC(C)O1 (stereo not drawn)	7	0	7	-4	0	-2	1.0
COc1ccc(S(=O)(=O)N(C)C[C@@H]2OCCCC[C@H](C)Oc3ccc(NS(=O)(=O)c4ccc(Cl)cc4)cc3C(=O)N([C@@H](C)CO)C[C@@H]2C)cc1	4	0	64*	18	-8	·	-4.6
C[C@H]1CN([C@@H](C)CO)S(=O)(=O)c2ccc(C#Cc3ccccc3)cc2O[C@@H]1CN(C)S(=O)(=O)c1cn(C)cn1	-32	-10	·	34*	3	81[16.7 µM]	3.2
CCC(C)NC(=O)NC(=O)CSc1nnc(-c2ccccc2F)n1C1CC1 (stereo not drawn)	-20	1	2	-5	0	-3	-1.6
C[C@@H](NC(=O)C[C@H]1CC[C@@H]2[C@@H](COc3ccc(NC(=O)C4CCOCC4)cc3C(=O)N2C)O1)c1ccccc1	-4	5	-40	·	-6	-17[16.7 µM]	-1.6
CCOC(=O)c1ccc(S(=O)(=O)Nc2cc(C(=O)O)ccc2Cl)cc1	10	7	-7	-5	-21	·	-0.8
C[C@H](CO)N1C[C@H](C)[C@H](CN(C)S(=O)(=O)c2cn(C)cn2)OCCCC[C@H](C)Oc2ccc(NC(=O)CCC(F)(F)F)cc2C1=O	13	·	-17	-4	-1	4[16.7 µM]	0.8
Cc1cccc(-c2noc(-c3ccc(Cl)cc3[N+](=O)[O-])n2)c1	-10	10	-89	·	·	·	·
CC(C)CCSc1nnc(N)s1	14	-5	-16	-4	-6	·	-0.7
CO[C@@H]1CN(C)C(=O)c2ccc(NS(=O)(=O)c3ccc(-c4ccccc4)cc3)cc2OC[C@H](C)NC[C@@H]1C	-5	-13	16	-4	-7	·	-2.3
CO[C@@H]1CN(C)C(=O)c2ccc(NC(=O)C3CCOCC3)cc2OC[C@@H](C)N(C(=O)C2CCOCC2)C[C@H]1C	8	-3	·	-1	-7	-1[16.7 µM]	-2.4
Cc1cccc(C)c1NC(=S)N1CCCCCC1	-5	-1	-7	-3	0	-4	-1.1
C[C@@H]1CN([C@@H](C)CO)C(=O)Cc2cc(NS(C)(=O)=O)ccc2O[C@@H]1CN(C)C(=O)Nc1ccc2c(c1)OCO2	13	·	-7	-4	-4	9[16.7 µM]	-3.6
CO[C@@H]1CN(C)C(=O)c2ccc(NC(C)=O)cc2OC[C@@H](C)N(CC2CCCCC2)C[C@@H]1C	-3	-15	-3	0	-4	·	1.5
COc1ccc(CNCC(O)(c2ccccc2)c2ccc(Cl)cc2)cc1 (stereo not drawn)	·	-4	16	·	·	-5	·
Cc1n[nH]c(=O)c2c(NC(=O)CSc3c(Cl)cccc3Cl)oc(C)c12	1	-5	-6	?	2	·	1.8
Cc1c(NS(=O)(=O)c2ccc(N=NN(C)C)cc2)c(=O)n(-c2ccccc2)n1C	10	0	12	-5	4	·	0.5
Cn1cc2cc([N+](=O)[O-])ccc2n1	7	·	14	14	1	·	0.7
CNc1c(NS(=O)(=O)c2cc(Cl)ccc2OC)c(=O)oc2ccccc12	7	2	18	10	-13	·	-1.6
O=C(O)c1ccc(N/N=C/C=C/c2ccccc2)cc1	-7	3	-105	0	-25	19	-11
Cc1cc(C(=O)CSc2nnnn2-c2ccc(O)cc2)c(C)n1Cc1ccc2c(c1)OCO2	-15	-1	28	·	·	-5	·
Cc1cnc(C(=O)OCC(=O)Nc2oc(-c3ccccc3)c(-c3ccccc3)c2C#N)cn1	·	-16	1	·	·	3	·
Cc1noc(C)c1NC(=O)N[C@@H]1CC[C@@H](CCNC(=O)C2CC2)O[C@H]1CO	24	1	2	1	-4	·	-1.6
CCOc1ccc(S(=O)(=O)N(C)CC(=O)NCc2ccccn2)cc1	27	-2	-32	-2	-4	2	-0.4

Next section.
SMILES	GSIS activator	FN deposit inh	PAX8 reporter	DENV2 CPE	EWS-Fli block	miR-122 sensor	CFTR F508del cor
O=C(N/N=C/c1cccnc1)c1cc2ccccc2cc1O	·	1	·	0	-29	-2	2.5
CC1=N/C(=C\c2ccccc2Cl)C(=O)O1	9	1	-2	-7	4	·	-0.2
Fc1ccc(Cn2cccc2C2=NC(c3ccccc3)CO2)cc1 (stereo not drawn)	-9	0	-54	-3	-35	·	-4.1
O=C(O)CSc1nc2ccccc2n1-c1ccccc1	14	-15	11	3	6	·	0.5
CCS(=O)(=O)Nc1ccc2c(c1)C(=O)N(C)[C@@H]1CC[C@@H](CC(=O)N[C@H]3CCN(Cc4ccccc4)C3)O[C@H]1CO2	19	1	-4	·	0	·	·
CN(C)S(=O)(=O)c1cccc(NC(=O)CN2C(=O)NC(Cc3ccccc3)C2=O)c1 (stereo not drawn)	-1	1	1	-4	2	4	-1.7
NS(=O)(=O)c1cccc(NC(=O)CCSc2ccc(Cl)cc2)c1	4	·	7	·	·	-3	·
Cc1cc(S(=O)(=O)Nc2ccc(C(=O)N3CCN(c4ccccc4O)CC3)cc2)ccc1F	6	·	16	-11	4	·	-2.9
Cc1sc2ncnc(SCC(=O)NNC(=O)c3ccco3)c2c1C	7	2	-15	2	9	·	1.3
C[C@@H]1CCCCO[C@@H](CN(C)Cc2ccc(Cl)c(Cl)c2)[C@@H](C)CN([C@@H](C)CO)C(=O)c2cc(NS(=O)(=O)c3cn(C)cn3)ccc2O1	3	·	-26	0	0	18[16.7 µM]	3.9
Cc1nc2c(OCc3ccc(Cl)cc3Cl)cccn2c1N(C)CC1CC1	·	-9	34	5	13	-4	4.6
CC1(C)NC(=O)N(CC(=O)OCC(=O)Nc2c(Br)cc([N+](=O)[O-])cc2Br)C1=O	-13	·	-6	-2	-8	-1	-1.6
CCCCN(CCCNC(=S)NCCCc1cnc[nH]1)c1ccc(Br)cn1	72*	-6	0	3	-8	1	-1.5
COc1cc(NS(=O)(=O)c2ccc(NC(=S)NC(C)=O)cc2)nc(OC)n1	16	7	-26	10	11	14	-1.5
COCC(=O)Nc1ccc(OCc2ccccc2)cc1	1	0	-135	1	-23	·	·
O=C(Nc1ccccc1F)N1CC(=O)N2[C@H](CO)[C@H](c3ccc(-c4cccnc4)cc3)[C@@H]2C1	3	-2	·	3	-3	·	-1.4
CCOc1cc(NC(=S)NCCCN2CCOCC2)c(OCC)cc1NC(=O)c1cccs1	-4	-4	0	0	11	4	-2.9
O=C(C[C@H]1CC[C@H]2[C@@H](COC[C@@H](O)CN2Cc2ccc(Oc3ccccc3)cc2)O1)N1CCc2ccccc2C1	-19	-6	105*	13	45	-5[16.7 µM]	0.4
Cc1ccc2c(c1)-n1c(nc3ccccc3c1=O)C(CC(C)C)NC2=O (stereo not drawn)	-4	-21	-1	-6	-4	·	0.4
O=[N+]([O-])c1ccc(O)c(Nc2ncnc3ccccc23)c1	7	-6	-21	-6	-1	·	-2.9
COc1ccccc1N1CCN(C2CCCN(Cc3cccc(O)c3)C2)CC1 (stereo not drawn)	0	-6	-29	0	13	8	1.0
O=C(COc1ccc2ccccc2c1)Nc1cccc(C(=O)Nc2ccccc2C(=O)O)c1	1	-1	-5	·	·	·	·

A draw from above in order of molar mass, smallest number first.
SMILES	GSIS activator	FN deposit inh	PAX8 reporter	DENV2 CPE	EWS-Fli block	miR-122 sensor	CFTR F508del cor
O=[N+]([O-])c1ccc(O)c(Nc2ncnc3ccccc23)c1	7	-6	-21	-6	-1	·	-2.9
Cc1nc2c(OCc3ccc(Cl)cc3Cl)cccn2c1N(C)CC1CC1	·	-9	34	5	13	-4	4.6
CC1(C)NC(=O)N(CC(=O)OCC(=O)Nc2c(Br)cc([N+](=O)[O-])cc2Br)C1=O	-13	·	-6	-2	-8	-1	-1.6

Bioassay records deposited in PubChem by Broad Institute.
